Screening results deposited in PubChem by National Center for Advancing Translational Sciences (NCATS).
Pf growth 48h: inhibits P. falciparum growth in the first generation, 48 h | P. falciparum luciferase growth in erythrocytes, 48 h | Potency, µM (titrated, usually from 28.7 µM), for inactives: at the highest dose activity change, negative = inhibition, usual class: inhibitors | 310,000 compounds, 5.9% hits | AID 504832; further: potency means the concentration at half of the fitted maximal effect; on the % scale 0 is the no-effect control and ±100 the full control effect
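Luminescence readout; reporter = integrated firefly luciferase in P. falciparum. RBC culture at 2% hematocrit, 0.1% parasitemia final, 37 C/5% CO2; decreased signal taken as growth inhibition.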
Cycloheximide cs: counter-screen hit for Shiga toxin inhibitors, cycloheximide | cell reporter, cycloheximide protein synthesis inhibition counterscreen | max response, % | 300,000 compounds, 12% hits | AID 2314; in the data active means max response mostly above about 13%, no sharp cut-off; inactive means mostly below about 14%; further: read at 38.3 µM for the half of the compounds with a filed dose; 0% is about no effect
AmpC inh no detg: inhibitors of E. coli AmpC beta-lactamase without detergent. AmpC nitrocefin hydrolysis, absorbance 480 nm, 0.0001% Triton. 330,000 compounds, 0.52% hits. P00811. Potency, µM (doses to about 57.1 µM), inactives show at the highest dose activity change, negative = inhibition, usual class: inhibitors. AID 485341;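 further: potency means the concentration at half of the fitted maximal effect; plate controls were no compound for no effect and no enzyme for full effect; nearly all actives have a fitted effect of over 20% in size; some results filed as inactive show a strong effect at the top dose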
Target sequence (P00811 whole entry, looked up): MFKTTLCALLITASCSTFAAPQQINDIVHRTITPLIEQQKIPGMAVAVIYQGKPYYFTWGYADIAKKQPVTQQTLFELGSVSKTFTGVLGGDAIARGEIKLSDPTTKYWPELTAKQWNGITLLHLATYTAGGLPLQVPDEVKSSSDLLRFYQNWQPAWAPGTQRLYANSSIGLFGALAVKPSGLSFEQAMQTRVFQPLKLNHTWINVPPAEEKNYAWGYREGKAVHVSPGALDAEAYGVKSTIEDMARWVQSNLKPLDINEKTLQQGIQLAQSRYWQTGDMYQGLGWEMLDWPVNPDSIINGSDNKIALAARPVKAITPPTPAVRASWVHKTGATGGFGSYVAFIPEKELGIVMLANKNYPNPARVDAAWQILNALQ
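AmpC (5.3 nM in the dispensed reagent) in 20 mM phosphate pH 7.0 with 0.01% (detergent screen) or 0.0001% Triton X-100 was preincubated with compounds for 15 min at room temperature. Nitrocefin was then added from an 800 uM solution, and hydrolysis was followed at 480 nm.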
LmPK inh: blocks Leishmania mexicana pyruvate kinase activity | Q27686 | purified LmPK, Kinase-Glo ATP luminescence, 1 h | Potency, µM (highest dose often 57.5 µM), inactives show top-dose activity change, negative = inhibition, actives largely listed as inhibitors | 290,000 compounds, 0.37% hits | AID 1721; further: potency means the concentration at half of the fitted maximal effect; on the % scale 0 is the no-effect control and ±100 the full control effect
Target sequence (Q27686 whole entry, looked up): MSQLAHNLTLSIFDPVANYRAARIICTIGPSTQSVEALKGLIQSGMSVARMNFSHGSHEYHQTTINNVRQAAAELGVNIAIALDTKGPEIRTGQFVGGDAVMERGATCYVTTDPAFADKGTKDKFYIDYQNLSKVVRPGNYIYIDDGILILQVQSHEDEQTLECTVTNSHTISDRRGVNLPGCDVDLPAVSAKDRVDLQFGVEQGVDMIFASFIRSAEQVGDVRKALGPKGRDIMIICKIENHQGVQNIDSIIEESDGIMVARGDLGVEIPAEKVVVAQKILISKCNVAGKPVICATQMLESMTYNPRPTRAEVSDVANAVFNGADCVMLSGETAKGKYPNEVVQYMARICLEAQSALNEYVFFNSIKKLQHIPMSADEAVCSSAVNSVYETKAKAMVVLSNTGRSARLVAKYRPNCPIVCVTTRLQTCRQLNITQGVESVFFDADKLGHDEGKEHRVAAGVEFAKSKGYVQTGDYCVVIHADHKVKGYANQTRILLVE
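ATP generated from ADP (0.1 mM) and PEP (0.5 mM) by 0.1 nM LmPK over 1 h at room temperature (pH 7.2 imidazole buffer) was detected by coupled luciferase luminescence. Values were normalized to uninhibited and no-enzyme wells.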
TbPYK inhibitor: blocks Trypanosoma brucei pyruvate kinase; Q57TT1; TbPYK enzyme, Kinase-Glo Plus ATP luminescence, 45 min; Potency, µM (series often up to 76.8 µM), for inactives: at the highest dose activity, negative = inhibition, actives largely listed as inhibitors; 410,000 compounds, 0.12% hits; further: potency means the concentration at half of the fitted maximal effect; on the % scale 0 is the no-effect control and ±100 the full control effect; nearly all actives have a fitted effect of over 50% in size
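Assay buffer: 50 mM TEA pH 7.2, 100 mM KCl, 10 mM MgCl2, 0.05% BSA, 0.01% Tween-20. Pyruvate kinase from T. brucei plus substrate met compound, then ADP (130 uM final). Luminescence was read post 45 min RT.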
Pf growth 96h: P. falciparum growth inhibition at 96 hours. AID 504834. Potency, µM (doses to about 28.7 µM), inactives show at the highest dose activity change, negative = inhibition, hits mostly inhibitors. P. falciparum luciferase reporter growth, 96 h. 320,000 compounds, 6.9% hits; further: potency means the concentration at half of the fitted maximal effect; on the % scale 0 is the no-effect control and ±100 the full control effect
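Cell-based qHTS: luciferase-tagged P. falciparum in erythrocytes (2% hematocrit, 0.05% parasitemia final) incubated with compounds for 96 hours, 37 C, 5% CO2; luciferase detection reagent then added and luminescence measured.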
Shiga toxin inh: inhibitors of Shiga toxin in Vero cells; Vero cells, Shiga toxin protein synthesis inhibition reporter; inhibition, % at 38.7 µM; 290,000 compounds, 9.2% hits; in the data active means inhibition mostly above about 28%, no sharp cut-off; inactive means mostly below about 43%; further: 0% is about no effect
Active calls of the source: *; ? = inconclusive; . = not tested or not shown; & = joins results of further samples; [ ] = remark or other dose. Unless noted, the call rests on the fitted dose curve; in most records, active means well fitted curve in the direction sought with a large enough effect; inconclusive means small, poorly fitted or top-dose-only effect, or another doubt; inactive means no such curve, though single readings can be large; an effect the other way counts as inactive or inconclusive.

SMILES	Pf growth 48h	Cycloheximide cs	AmpC inh no detg	LmPK inh	TbPYK inhibitor	Pf growth 96h	Shiga toxin inh
CCOC(=O)Cc1csc(NC(=S)NC(=O)c2ccccc2)n1	?	3	-17%	0%	5%	34%[activator]	13
CC(=O)Nc1ccc(NC(=O)C(C)c2cccc(C(=O)c3ccccc3)c2)cc1 (stereo not given)	-17%	-1	-36%	-2%	3%	?	3
O=C(NC1CCCCCCC1)c1cnccn1	.	8	-6%	10%	0%	-9%	26
Cc1ccc(C)c(NC(=O)C2CCCN2C(=O)NC2CCCCC2)c1 (stereo not given)	-14%	-2	-3%	3%	-1%	37%[activator]	-4
CCc1cccc(NC(=O)C2CC2c2ccccc2)c1 (stereo not given)	20%	10	-30%	3%	-1%	?	.
COc1ccc(-c2noc(CCCC(=O)NCC3CCCO3)n2)cc1 (stereo not given)	2%	2	-13%	4%	0%	?	29
Cc1nn(C(=O)c2nn(C)cc2Cl)c(C)c1Br	1%	-1	-14%	-6%	0%	-1%	-11
C=C(CC1CC(O)[C@]2(C)OC3CC4OC5C[C@]6(C)O[C@]7(C)CCC8OC9C[C@]%10(C)OC%11C(C)=CC(=O)OC%11CC%10OC9C[C@@H](C)C8OC7CC6O[C@]5(C)C/C=C\C4OC3CC2O1)C(=O)O (stereo not given in full)	.	1	180%[activator]	2%	0%	.	-4
CCC(C)(C)NC(=O)CN(C(=O)CNS(=O)(=O)c1ccccc1)c1ccccc1	-18%	-1	-15%	-2%	1%	28%	-12
COc1ccc(OC)c(C(=O)c2ccc(C(=O)N3CCCCC3)cc2)c1	-18%	-3	49%	1%	1%	?	10
CCc1nnc(NC(=O)C2CC(=O)N(Cc3ccccc3)C2)s1 (stereo not given)	0%	0	-18%	4%	-3%	?	-3
CCCCOc1ccc(-c2nnn(CC(=O)c3c[nH]c4ccccc34)n2)cc1	24%	-3	-36%	0%	-1%	?	-21
CCC(=O)Nc1ccc(NC(=O)c2ccc3c(c2)OCO3)cc1	.	9	-11%	-3%	-2%	.	24
COc1ccc(CN2CC(=O)N3[C@H]4c5ccccc5OC[C@@H]4[C@H](c4ccccc4)[C@]3(C)C2=O)cc1	9.3µM*	.	61%[activator]	.	-26%	?	.
CC(C)C[C@H](NC(=O)c1nc[nH]c1C(=O)NC1CCNCC1)C(=O)OCc1ccccc1	?	.	0%	.	-2%	-38%	.
Cc1ccc(/C=N/N2C(=O)c3ccccc3NC2c2ccc(C)cc2)cc1 (stereo not given)	117%[activator]	82*	-27%	2%	-2%	67%[activator]	96*
O=C(NC1CCN(c2ncccn2)CC1)c1ccccc1F	12%	5	1%	3%	3%	-8%	-21
CN(C1=NC(=O)C(CC(=O)Nc2ccc(Br)cc2)S1)c1ccc(O)cc1 (stereo not given)	-11%	-5	-38%	-8%	-8%	5.2µM*	-2
CCOC(=O)c1[nH]c2ccc(OC)cc2c1NC(=O)c1ccc2c(c1)OCO2	5%	2	-6%	7%	6%	8%	-10
COc1ccc(NC(=O)COC(=O)C23CC4CC(CC(Cl)(C4)C2)C3)c(OC)c1	-22%	-3	-19%[11.4 µM]	7%	2%	-4%	-4
CCCn1c2ccccc2c2nnc(SCc3[nH]c(=O)[nH]c3C(=O)CCCCC(=O)OCC)nc21	?	-3	54%	1%	-14%	10µM*	-5
CSc1ccccc1NC(=O)c1csc(C)c1	36%[activator]	31*	-10%	-1%	-5%	10µM*	36*
CC(C)(C)c1ccc(OCc2ccc(C(=O)Nc3cccnc3)o2)cc1	?	75*	27%	-2%	3%	-19%	157*
Cc1ccccc1OCC(=O)O/N=C(\N)Cc1ccc(Cl)cc1	.	0	-18%	0%	0%	-14%	14
O=C(Oc1ccc2ccc(O)cc2c1)c1ccccc1Cl	140%[activator]	32*	-45%	0%	0%	88%[activator]	44*
CC(C)(C)OC(=O)NCC(=O)NCC(=O)OCc1ccccc1	17%	0	-1%	-8%	-5%	-24%	-7
COc1cc(CC(=O)OCC(=O)NCCc2ccc(S(N)(=O)=O)cc2)cc(OC)c1OC	-20%	.	-10%	.	-12%	-7%	.
CC1CCN(c2ncnc3ccccc23)CC1	-8%	17	-10%	-7%	2%	3%	-14
COC(=O)c1nccc2c1[nH]c1ccccc12	24%	.	-18%	.	-7%	18%	.
CC(=O)NN1C(=O)/C(=C/c2ccc(Br)o2)SC1=S	.	-1	-17%	21%	?	-3%	-10
CN(CCc1ccccn1)c1ncnc2[nH]ncc12	41%[activator]	19	?	-13%	-5%	3%	33*
COc1ccc(CN(C)CC(=O)Nc2cc(OC)c([N+](=O)[O-])cc2C)c(OC)c1	?	-4	71%[activator]	5%	-2%	?	-5
CC(=O)c1ccc(NC(=O)C2=CC(c3ccc4c(c3)OCO4)=NS(=O)(=O)N2C)cc1	29%	7	-28%	-4%	9%&-1%	2%	14
COc1ccc(NC(C)=O)cc1NC(=O)c1cccc(S(=O)(=O)N2CCc3ccccc32)c1	13µM*	.	187%[activator]	.	4%	?	.
O=C(CC1CCCCC1)NCc1ccccc1	110%[activator]	17*	0%	-2%	2%	-13%	107*
O=c1[nH]nc(CNc2ccc(C(F)(F)F)cc2)c2ccccc12	59%[activator]	15	-34%	7%	-4%	158%[activator]	29*

2 entries from above, reformatted:
Value order – Pf growth 48h, Cycloheximide cs, AmpC inh no detg, LmPK inh, TbPYK inhibitor, Pf growth 96h, Shiga toxin inh
- CCOC(=O)c1[nH]c2ccc(OC)cc2c1NC(=O)c1ccc2c(c1)OCO2
→ 5%, 2, -6%, 7%, 6%, 8%, -10
- Cc1ccccc1OCC(=O)O/N=C(\N)Cc1ccc(Cl)cc1
→ ., 0, -18%, 0%, 0%, -14%, 14

Next part:
SMILES	Pf growth 48h	Cycloheximide cs	AmpC inh no detg	LmPK inh	TbPYK inhibitor	Pf growth 96h	Shiga toxin inh
Cc1ccc(-c2nc(N)n(C(=O)Cc3ccccc3)n2)cc1	33%[activator]	8	-36%	-9%	-1%	-17%	13
O=C(O)CN1C(=O)CCS(=O)c2ccccc21 (stereo not given)	5%	-1	-17%	-4%	-4%	-4%	21
CCN(CC)CCNC(=O)C12CC3CC(C)(CC(C)(C3)C1)C2	.	-3	16%	2%	1%	?	-8
CCC(=O)O[C@@H]1CC(=O)O[C@H](C)CC=CC=C[C@@H](O)[C@H](C)C[C@H](CC=O)[C@H](O[C@H]2O[C@H](C)[C@@H](O[C@H]3C[C@@](C)(O)[C@@H](OC(=O)CC)[C@H](C)O3)[C@H](N(C)C)[C@H]2O)[C@H]1OC	?	-7	167%[activator]	2%	.	0.83µM*	-7
CCCNC(=O)/C(C#N)=C1\N=C(NC(=O)c2ccco2)c2ccccc21	-3%	11	-10%	2%	-4%	-21%	-2
Cc1cc(C)c(OCC(=O)OC(C)C(=O)N2CCc3ccccc32)c(C)c1 (stereo not given)	1%	.	-2%	.	2%	?	.
CSc1ccc(-c2nc(CSCC(=O)NCCCN3CCCC3=O)c(C)o2)cc1	-9%	12	113%[activator]	-6%	-11%	?	18
O=C(Nc1cccc(/C=C/c2ccccn2)c1)c1ccc(-n2cncn2)c([N+](=O)[O-])c1	5.2µM*	.	?	.	0%	4.7µM*	.
CC(C)(C)c1ccccc1OCC(=O)NCc1ccccc1	4%	-2	-4%	9%	7%	16%	.
N#C/C(=C(/O)CCCl)c1ccccn1	-7%	6	-20%	-1%	-1%	33%[activator]	9
COc1ccc2nc(NC(=O)CSc3nnc(N)s3)sc2c1	80%[activator]	4	-13%	1%	1%	94%[activator]	13
N#C/C(=C\c1c(N2CCCCC2)nc2ccccn2c1=O)C(=O)NCc1ccco1	4%	6	0%	-1%	2%	-28%	4
Cc1ccc(-c2nn(C)c(=O)c3ccccc23)cc1CNC(=O)c1ccco1	-3%	-4	87%[activator]	8%	-3%	?	-4
Cc1ccc(NC(=O)c2cccnc2)c([N+](=O)[O-])c1	40%[activator]	10	-12%	0%	-2%	184%[activator]	.
COc1ccc(/C=N/N(C)C2=NS(=O)(=O)c3ccccc32)cc1	.	-6	-16%	5%	16%	12µM*	-4
S=c1[nH]c2ccc3ccccc3c2[nH]1	21%	19	-16%	0%	2%	?	60
Cc1cc(C(=O)CSc2nncs2)c(C)n1Cc1ccco1	0%	38*	-24%	1%	1%	219%[activator]	109*
O=C1OCCN1C(=O)[C@H]1[C@H](c2ccc(F)cc2)C(c2ccc(F)cc2)=NN1c1ccccc1	?	1&7	2%	4%	3%	?	-14&18
Cc1ccc(NC(=O)c2ccc(OC(=O)CCN3C(=O)c4ccccc4C3=O)cc2)cc1	198%[activator]	37*	-12%	1%	11%	.	72*
COc1ccc(C(=O)OCC(=O)Nc2ccc(N3CCOCC3)cc2)cc1	19%	.	-1%	.	2%	7%	.
CC1=C(C)CC(C(=O)NC2CCN(C(C)C)CC2)C(C(=O)O)C1 (stereo not given)	5%	-2	5%	-8%	2%	-2%	-9
COC(=O)c1ccccc1NC(=O)Cn1nc2n(C)c3ccccc3n2c(=O)c1=O	-7%	7	-11%	1%	.	4%	4
CCCCc1nnc(NC(=O)CCS(=O)(=O)c2ccc(C)cc2)s1	?	.	-15%	.	2%	?	.
O=C1CCSc2cccc3cccc(c23)N1	32%[activator]	-3	-21%	-1%	4%	-4%	18

Of the compounds above, 8 have an NH in an aromatic ring.
SMILES	Pf growth 48h	Cycloheximide cs	AmpC inh no detg	LmPK inh	TbPYK inhibitor	Pf growth 96h	Shiga toxin inh
CCCCOc1ccc(-c2nnn(CC(=O)c3c[nH]c4ccccc34)n2)cc1	24%	-3	-36%	0%	-1%	?	-21
CC(C)C[C@H](NC(=O)c1nc[nH]c1C(=O)NC1CCNCC1)C(=O)OCc1ccccc1	?	.	0%	.	-2%	-38%	.
CCOC(=O)c1[nH]c2ccc(OC)cc2c1NC(=O)c1ccc2c(c1)OCO2	5%	2	-6%	7%	6%	8%	-10
CCCn1c2ccccc2c2nnc(SCc3[nH]c(=O)[nH]c3C(=O)CCCCC(=O)OCC)nc21	?	-3	54%	1%	-14%	10µM*	-5
COC(=O)c1nccc2c1[nH]c1ccccc12	24%	.	-18%	.	-7%	18%	.
CN(CCc1ccccn1)c1ncnc2[nH]ncc12	41%[activator]	19	?	-13%	-5%	3%	33*
O=c1[nH]nc(CNc2ccc(C(F)(F)F)cc2)c2ccccc12	59%[activator]	15	-34%	7%	-4%	158%[activator]	29*
S=c1[nH]c2ccc3ccccc3c2[nH]1	21%	19	-16%	0%	2%	?	60
